Cy5 interf NS3h: Cy5 fluorescence quenchers or enhancers, artefact control for HCV NS3 helicase inhibitor project, biochemical, ChemBridge library, Cy5 readout; fluorescence interference ratio at 100 µM; 6% of 16,000 active; Cy5-dT15 DNA with NS3h, fluorescence interference; actives lie on both sides; signal over control mean, under 1 quenches;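 active = compound fluorescence over control fluorescence at most 0.8, a quencher, or at least a set upper limit, an enhancer; inactive = ratio between 0.8 and the set upper limit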
NS3h inh CB: HCV NS3 helicase inhibitors, primary screen, biochemical, fluorescence polarization, ChemBridge library; Hepatitis C virus NS3 helicase; NS3h Cy5-dT15 DNA binding; inhibition, % at 100 µM; 1.6% of 16,000 active; AID 687043, 2013;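 active = inhibition above the average over every tested compound plus 3 SD, cut at about 40% in these data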
* marks the source's active call; other numbers are inactive results; & = joins results of further samples.

Cy5 interf NS3h	NS3h inh CB	smiles
1	14	O=C(c1ccccc1)N(Cc1ccccc1)CC(O)(c1ccccc1)c1ccccc1
0.94	15	Cc1ccc(S(=O)(=O)Nc2ccc(Oc3ccccc3)cc2)cc1[N+](=O)[O-]
1	14	Cc1ccccc1C(=O)Nc1cccc(NC(=O)c2cccc(Cl)c2)c1
0.91	13	CCOc1ccc(NC(=O)c2cnn(-c3ccccc3)c2NC(=O)c2ccc(C)cc2)cc1
0.99	9	Cc1ccc(CN2CCN(/N=C\c3ccccc3C)CC2)cc1
0.96	4	CCOc1ccc(C2=C/C(=C/c3ccc(C)o3)C(=O)O2)cc1
0.97	-2	CCOC(=O)C1=C(C)N(C)C(=O)NC1c1ccc2c(c1)OCO2 (stereo not given)
1.1	13	Cc1occc1-c1nc(-c2ccccc2)no1
0.97	-14	CCNC(=O)C(=O)Nc1ccccc1OC
1	1	CCOC(=O)C1=C(C)N=c2s/c(=C\c3cc(Cl)c(O)c(OC)c3)c(=O)n2C1c1ccccc1 (stereo not given)
1	2	O=C1C/C(=C/NCCc2ccc(O)cc2)C(=O)N1
1.1	-4	C=C(C)Cn1c(-c2ccncc2)n[nH]c1=S
0.96	-6	Cn1ccc(C(=O)OCC(=O)c2ccccc2)n1
0.99	18	COc1ccc(C(=O)Nc2cc3nn(-c4ccc(OC)cc4)nc3cc2C)cc1
1	6	Nc1nonc1C(=O)NCCNC(=O)CCc1ccccc1
0.75*	14	CCCC(=O)c1ccc(N2CCN(C(=O)CCC)CC2)c(F)c1
0.95	-4	O=C(O)c1cnn2c1NC(c1ccc(F)cc1)CC2C(F)(F)F (stereo not given)
0.99	7	CCCC1=NN(C(=O)c2cccc(Cl)c2)C(O)(C(F)(F)F)C1 (stereo not given)
1.1	9	Cc1ccc(NC2=CC(c3ccc([N+](=O)[O-])cc3)N(c3ccc(C)cc3)C2=O)cc1 (stereo not given)
1	10	N/C(=N/OC(=O)c1ccc(Cl)cc1Cl)c1ccc(Br)cc1
1.1	-3	CCCN(CCC)C(=O)c1ccc(Cl)cc1
1	14	Cc1cccc(NC(=O)/C(C#N)=C\c2cc(C)n(-c3ccc(C)c([N+](=O)[O-])c3)c2C)c1
0.93	5	Cc1nnc(C)n1/N=C\c1ccc(Br)cc1
1	2	CCOC(=O)c1cnn2c(C)cc(-c3ccccc3)nc12
0.99	4	CC(=O)NC(c1ccccc1Cl)c1c(OC(C)=O)ccc2ccccc12 (stereo not given)

An excerpt of these results, with tabs:
SMILES	Cy5 interf NS3h	NS3h inh CB
CCNC(=O)C(=O)Nc1ccccc1OC	0.97	-14
CCOC(=O)C1=C(C)N=c2s/c(=C\c3cc(Cl)c(O)c(OC)c3)c(=O)n2C1c1ccccc1 (stereo not given)	1	1

4 compounds from above, ordered by their value in NS3h inh CB, rising.
Cy5 interf NS3h	NS3h inh CB	smiles
0.99	7	CCCC1=NN(C(=O)c2cccc(Cl)c2)C(O)(C(F)(F)F)C1 (stereo not given)
0.91	13	CCOc1ccc(NC(=O)c2cnn(-c3ccccc3)c2NC(=O)c2ccc(C)cc2)cc1
0.75*	14	CCCC(=O)c1ccc(N2CCN(C(=O)CCC)CC2)c(F)c1
0.99	18	COc1ccc(C(=O)Nc2cc3nn(-c4ccc(OC)cc4)nc3cc2C)cc1

(further entries)
Cy5 interf NS3h	NS3h inh CB	smiles
0.94	4	COc1cc(/C=N\n2cnnc2)ccc1OCCOc1ccc(C(C)(C)C)cc1
1	-3	O=C(NN1C(=O)c2ccccc2C1=O)c1ccccc1Br
0.96	9	FC(F)(F)COc1nc(N2CCOCC2)nc(N2CCN(Cc3ccccc3)CC2)n1
1	4	Cc1nc(-c2ccccc2)sc1C(=O)Nc1ccc(Br)cc1
1	-26	NC(=O)SCC(=O)Nc1ccc(Cl)c(Cl)c1
1	7	CC(C)Cn1c(CN2C(=O)c3ccccc3C2=O)nc2ccccc2c1=O
1	0	Cc1ccccc1C(=O)NN=C1CCCC1
0.94	23	COc1ccc(C2=NN(c3ccc(C=O)cc3)C(c3ccc(F)cc3)C2)cc1 (stereo not given)
1.1	11	O=C1NC(=S)S/C1=C/c1ccc(Oc2ccc(C(F)(F)F)cc2[N+](=O)[O-])c(Cl)c1
1.1	-23	COCCN1C(=O)C(=O)C(=C(O)c2ccccc2)C1c1ccc(OC)cc1OC (stereo not given)
1.1&1	1&-4	Cc1cc(=O)n2[nH]c(-c3ccccc3)cc2n1
0.62*	1	Cc1c(Cl)c([N+](=O)[O-])nn1CC(=O)Nc1cc(C(F)(F)F)ccc1Cl
0.85	8	O=C1c2cccc3cccc(c23)C(=O)N1CC1CCN(S(=O)(=O)c2ccc(F)cc2)CC1
0.96	2	CCOC(=O)c1c[nH]c2c(C)cccc2c1=O
1.1	11	COc1ccc(S(=O)(=O)Nc2ccc(C(=O)Nc3ccccc3)cc2)cc1Br
0.54*	18	CC(C)(C)c1ccc(C(CC(=O)c2ccc(Br)cc2)S(=O)(=O)c2ccccc2)cc1 (stereo not given)
1	14	NC(=O)c1ccccc1Nc1ccn2c(=O)c3ccccc3nc2n1
0.96	-6	O=C(Nc1ccc(Cl)c(F)c1)c1cnn2c1NC(c1ccc(Br)cc1)CC2C(F)(F)F (stereo not given)
1	3	OCCc1ccc(-c2ccc(Cl)cc2)o1
1.1	3	Cc1occc1-c1nc(-c2cccnc2)no1
1.3*	68*	Cc1ccsc1/C=C1\SC(=S)N(C2CCS(=O)(=O)C2)C1=O (stereo not given)
1	3	Cc1ccc(N2C(=O)CC(Cc3ccc(Cl)cc3)C2=O)cc1C (stereo not given)
0.92	4	Cc1cccc(-n2c(O)c(C3=c4ccccc4=NC3=O)sc2=O)c1
0.92	-10	Oc1ccc(Br)cc1CN1CCN(CC2CC3C=CC2C3)CC1 (stereo not given)
1.1	6	O=C(CC1SC(=O)NC1=O)Nc1cccc(O)c1 (stereo not given)
1.1	1	O=C(COc1ccc([N+](=O)[O-])cc1)Nc1cc(Cl)cc(Cl)c1
1	6	CC(C)CCn1c(=O)[nH]c2ccccc21
0.76*	76*	O=C1N=c2ccc(Br)cc2=C1c1sc(=S)n(C(Cc2ccccc2)C(=O)O)c1O (stereo not given)
1	5	O=C1c2cc3ccccc3c(-c3ccccc3)c2C(=O)N1CCO
1.1	3	CCN(CC)CCN1C(=O)C(O)=C(C(=O)/C=C/c2ccccc2)C1c1ccc(Cl)cc1 (stereo not given)
0.66*	20	O=C(Oc1cccc(C(=S)N2CCOCC2)c1)c1ccc([N+](=O)[O-])cc1
1	-2	O=C(CSc1nnc(SCC(=O)NC2CCCC2)s1)NC1CCCC1
0.96	-2	CCOc1ccc(C(=O)Nc2ccc(-c3cc4ccccc4oc3=O)c(C)c2)cc1Cl
1	14	O=C(c1ccc(Cl)cc1)N1CCN(c2ccc([N+](=O)[O-])c(Sc3cccc4cccnc34)c2)CC1
1	6	Cc1c(NC(=O)c2nn3c(c2Cl)NC(c2cccs2)CC3C(F)(F)F)c(=O)n(-c2ccccc2)n1C (stereo not given)
1.1	0	O=C(Nc1ccccc1C(=O)N1CCOCC1)c1ccccc1F
1.2	10	O=C(Nc1ccc(S(=O)(=O)N2CCc3ccccc32)cc1)c1ccc(Cl)cc1
1.1	0	COc1nccnc1NS(=O)(=O)c1ccc(N)cc1
1	-2	Cc1cc(OCC(=O)Nc2ccc(N3CCOCC3)c(Cl)c2)cc(C)c1Cl
1.1	1	COc1cc2ccccc2cc1C(=O)Nc1ccc2c(c1)C(=O)N(C)C2=O
0.96	4	O=C1Nc2c(S(=O)(=O)Nc3ccc(Cl)cc3)cc(S(=O)(=O)Nc3ccc(Cl)cc3)c3cccc1c23
0.87	22	O=C(Nc1ccc(F)c([N+](=O)[O-])c1)c1ccc2c(c1)OCCO2
0.97	11	COc1ccccc1CNC(=O)C(=O)Nc1cc(C)ccc1C
1.1	3	COc1ccc(C2C(C#N)=C(N)Oc3[nH]c(=O)[nH]c(=O)c32)c(OC)c1 (stereo not given)
0.71*	11	O=C(Nc1cccc(-c2nc3cc(Cl)ccc3o2)c1)c1ccc2c(c1)OCCO2
1	10	CCOc1ccccc1NC(=O)c1c(Cl)cccc1Cl
0.98	7	COc1ccccc1OCCCOc1ccc(Cl)c(C)c1
1	2	COc1ccc(C2CC(C(F)(F)F)n3nc(C(=O)N4CCCC4)c(Cl)c3N2)cc1OC (stereo not given)
0.88	-1	O=C1Nc2ccccc2NC1C1OC(c2ccccc2)=CC1=O (stereo not given)
0.96	1	COc1ccc(NC(=O)CN(c2ccccc2)S(=O)(=O)c2ccccc2[N+](=O)[O-])cc1OC

One compound at a time (already shown):
O=C(Nc1ccc(S(=O)(=O)N2CCc3ccccc32)cc1)c1ccc(Cl)cc1 across the screens: Cy5 interf NS3h = 1.2; NS3h inh CB = 10
O=C(Nc1ccccc1C(=O)N1CCOCC1)c1ccccc1F across the screens: Cy5 interf NS3h = 1.1; NS3h inh CB = 0
COc1ccc(NC(=O)CN(c2ccccc2)S(=O)(=O)c2ccccc2[N+](=O)[O-])cc1OC across the screens: Cy5 interf NS3h = 0.96; NS3h inh CB = 1

More compounds.
Cy5 interf NS3h	NS3h inh CB	smiles
0.95	9	COc1ccc(OC(C)C(=O)Nc2ccc(C(=O)OC(C)C)cc2)cc1 (stereo not given)
0.86	2	O=C(Nc1ccc(S(=O)(=O)N2CCCCCC2)cc1)c1ccc(F)cc1
1	15	O=C(NCc1cccs1)c1cc2n(n1)C(C(F)(F)F)CC(c1ccc(Cl)c(Cl)c1)N2 (stereo not given)
1	6	CCOC(=O)c1c(CN2CCOCC2)n(C)c2cc(Br)c(O)cc12
1.1	-1	COC(=O)c1ccccc1-c1ccc(/C=C2/SC(=S)N(c3ccccc3)C2=O)o1
1	8	Cc1noc2c1/C(=N/O)CC(c1ccccc1)C2 (stereo not given)
1.1	11	CCCC(C)NC(=O)c1c(Cl)cccc1Cl (stereo not given)
0.98	1	Cc1cccc(NC(=O)CSc2ncn[nH]2)c1
0.97	7	CN(C)C1(c2cccnc2)CS(=O)(=O)C1
1	-19	CCCCP(=O)(CCCC)CP(=O)(c1ccccc1)c1ccccc1
0.95	-6	O=c1c2c(nc3cc(-c4cccs4)[nH]n13)CCCC2
0.92	1	CCOc1ccc(NC(=NS(=O)(=O)c2ccccc2)c2ccccc2)cc1
0.91	10	CS(=O)(=O)c1ccc2nc(NC(=O)CCc3ccccc3)sc2c1
1.1	1	Cc1cc(=O)n2[nH]c(-c3cccs3)cc2n1
1	9	O=C(COc1ccc2ccccc2c1)Nc1ccc(Cl)cn1
0.97	6	CCCOc1ccc(-c2nnc(NC(=O)Nc3ccc(Cl)cc3)s2)cc1
0.98	2	Cc1ccccc1CNC(=O)c1cccc(Cl)c1
1	12	C/C(=N/N1CCN(Cc2ccccc2Cl)CC1)c1ccccc1O
0.93	12	COc1ccccc1Nc1nc(Nc2ccccc2OC)nc(N2CCOCC2)n1
0.87	15	COC(=O)c1ccccc1NC(=O)CN(c1ccc(C)c(Cl)c1)S(C)(=O)=O
1.1	4	O=C(NCCc1ccc(Cl)cc1)C(=O)Nc1ccccc1
1.1	1	COCCCNC(=O)CN(c1cccc(C(F)(F)F)c1)S(C)(=O)=O
0.96	-16	CCOc1ccc(CN2CCN(C(=O)CC(C)C)CC2)cc1
0.89	8	N/C(=N/OC(=O)c1cccc(Br)c1)c1ccncc1
1.1	14	Cc1cc(C)cc(N2C(=O)NC(=O)/C(=C\c3ccc(Cl)cc3)C2=O)c1

Sorted by number of heavy atoms (descending): 4 of the compounds above.
Cy5 interf NS3h	NS3h inh CB	smiles
1	1	CCOC(=O)C1=C(C)N=c2s/c(=C\c3cc(Cl)c(O)c(OC)c3)c(=O)n2C1c1ccccc1 (stereo not given)
1.1	14	Cc1cc(C)cc(N2C(=O)NC(=O)/C(=C\c3ccc(Cl)cc3)C2=O)c1
1	9	O=C(COc1ccc2ccccc2c1)Nc1ccc(Cl)cn1
0.98	1	Cc1cccc(NC(=O)CSc2ncn[nH]2)c1

Further structures:
Cy5 interf NS3h	NS3h inh CB	smiles
0.96	2	Cc1ccc2oc(-c3ccc(NC(=O)c4cc5ccccc5o4)cc3)nc2c1
0.98	-6	Cc1ccc(S(=O)(=O)N=Nc2c(O)[nH]c3ccc(Br)cc23)cc1C
1	-2	CCOC(=O)c1c(C)oc2cc(Br)c(O)c(C=O)c12
1.1	-9	CCN(CC)c1ccc(/C=C2\SC(=S)N(C3CCS(=O)(=O)C3)C2=O)cc1 (stereo not given)
0.93	3	CSc1nsc(SC)c1NC(=O)OCC1([N+](=O)[O-])COC(C)(C)OC1
1	10	Cc1ccc(NC(=O)C(=O)NCc2ccc3c(c2)OCO3)cc1
0.94	9	O=C(Nc1ccc2oc(-c3ccccc3)nc2c1)c1ccccc1I
1	12	COc1ccc(NC(=O)c2ccccc2O)cc1Cl
1	0	CC1=C(C)CC(C(=O)Nc2ccc(C(N)=O)cc2)C(C(=O)O)C1 (stereo not given)
0.97	10	CCOC(=O)c1c(-c2ccc(Cl)cc2)csc1NC(=O)COc1ccc(OC)cc1
0.96	20	O=C(CSCc1cccc(Br)c1)NC1CCCCC1
0.91	14	CCOC(=O)C1=C(C)N=c2s/c(=C\c3cccs3)c(=O)n2C1c1ccc(SC)cc1 (stereo not given)
1.1	-7	CN1C(=O)C(=O)C(=C(O)c2ccc(Cl)cc2)C1c1ccccc1F (stereo not given)
1	-2	CC(C)(C)OC(=O)N1N=C(c2ccc(Br)cc2)CC1(O)C(F)(F)F (stereo not given)
1	-12	O=C(/C=C/c1ccccc1)NC(=S)Nc1cccc(-c2nc3ncccc3o2)c1
1	-16	O=C(O)c1ccc(COc2ccc3ccc(=O)oc3c2)cc1
0.81	16	O=C1CC(N2CCN(Cc3ccccc3)CC2)C(=O)N1c1cccc(Cl)c1 (stereo not given)
1.1	7	CC(C)n1c(O)c(C2=c3ccccc3=NC2=O)sc1=S
1.1	7	Cc1cc(C(=O)Nc2cccc3ccccc23)c(C)o1
1	-1	c1coc(CNc2ncnc3c2oc2ccccc23)c1
1.2*	-2	Cn1c(-c2ccc(-c3nc4cnccc4n3C)cc2)nc2cnccc21

Compound activity deposited in PubChem by Milwaukee Institute for Drug Discovery.

No enrichment for hits. About 7.6% of those tested had a hit in this group.
